Source: PubChem (National Center for Advancing Translational Sciences (NCATS))
GLS inhibitor – blocks human kidney-isoform glutaminase activity; Potency, µM (doses to about 45.5 µM), inactives show top-dose activity change, negative = inhibition, actives largely listed as inhibitors; O94925; hit rate 0.21% among 410,000; GLS enzymatic activity, qHTS titration; also: potency is read from the fitted curve at half-maximal effect; % is scaled to controls: 0 for no effect and ±100 for the full control effect
Target sequence (O94925 whole entry, looked up, canonical isoform): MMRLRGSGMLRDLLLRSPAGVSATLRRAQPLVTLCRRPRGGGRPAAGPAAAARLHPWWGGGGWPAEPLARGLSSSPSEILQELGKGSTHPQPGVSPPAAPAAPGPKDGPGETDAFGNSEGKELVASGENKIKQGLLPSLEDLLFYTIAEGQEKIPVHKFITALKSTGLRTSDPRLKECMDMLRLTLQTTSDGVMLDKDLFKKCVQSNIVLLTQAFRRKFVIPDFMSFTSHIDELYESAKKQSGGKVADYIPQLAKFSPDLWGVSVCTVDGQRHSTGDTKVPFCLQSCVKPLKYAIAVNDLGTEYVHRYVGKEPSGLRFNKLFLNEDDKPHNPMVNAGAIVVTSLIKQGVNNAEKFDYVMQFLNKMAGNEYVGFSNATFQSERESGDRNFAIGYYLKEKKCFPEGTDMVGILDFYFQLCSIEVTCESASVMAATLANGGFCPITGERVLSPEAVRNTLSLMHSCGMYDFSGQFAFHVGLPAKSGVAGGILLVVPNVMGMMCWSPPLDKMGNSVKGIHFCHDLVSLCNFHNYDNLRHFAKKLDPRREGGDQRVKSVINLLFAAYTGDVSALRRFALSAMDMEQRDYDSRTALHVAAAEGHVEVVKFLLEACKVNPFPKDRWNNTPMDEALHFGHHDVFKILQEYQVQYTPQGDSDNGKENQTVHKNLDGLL
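hKGA in 45 mM KH2PO4 (pH 8.2), 0.02% Tween-20 with compound, then 1mM L-Glutamine (stock as added) plus glutamate oxidase/HRP/Amplex red coupling mix. Fluorescence read initially and after 30 min at RT; signal change reflects glutamate formation.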
TrxR1 substrate – substrates of rat thioredoxin reductase 1; O89049; purified TrxR1 substrate turnover, NADPH consumption readout; Potency, µM (titrated, usually from 114 µM), for the others: top-dose activity change, negative = substrate turnover; hit rate 0.01% among 390,000; AID 588456; also: potency is read from the fitted curve at half-maximal effect; % is scaled to controls: 0 for no effect and ±100 for the full control effect; nearly all actives have a fitted effect of over 50% in size
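Rat TrxR1, dispensed at 90 nM, was prereduced with 400 uM NADPH (final) for 5 min at ~22 deg C, then incubated with compound 15 min before 400 uM selenite. A first-read NADPH fluorescence drop versus no-compound background flagged substrates.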
USP1-UAF1 inh – USP1/UAF1 (human) deubiquitinase inhibition. O94782. recombinant USP1/UAF1, Ub-Rhodamine cleavage fluorescence. Potency, µM (top dose mostly 57.1 µM), inactives show top-dose activity change, negative = inhibition, actives largely listed as inhibitors. hit rate 0.23% among 390,000; also: potency is read from the fitted curve at half-maximal effect; % is scaled to controls: 0 for no effect and ±100 for the full control effect; nearly all actives have a fitted effect of over 60% in size; inactives centre near -12
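In this screen, compounds sit with the deubiquitinase complex (1nM) for 15 min at room temperature before Ub-Rho is added at 150nM final. Fluorescence rise is then followed for 6 reads every 60 seconds.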
IDH1 R132H inh – inhibitors of human mutant IDH1 R132H; O75874; IDH1-R132H enzyme, NADPH consumption, diaphorase/resazurin fluorescence; Potency, µM (series often up to 76.6 µM), for the others: at the highest dose activity change, negative = inhibition, hits mostly inhibitors; hit rate 0.093% among 390,000; AID 602179; also: potency is read from the fitted curve at half-maximal effect; % is scaled to controls: 0 for no effect and ±100 for the full control effect; nearly all actives have a fitted effect of over 65% in size
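IDH1-R132H (0.5 ug/mL) preincubated 30 min with compound, then NADPH (0.016 mM) and alpha-KG (2 mM) added; 80 min at RT, pH 7.5. Remaining NADPH coupled via diaphorase/resazurin to fluorescence (540/590 nm); concentration-response curves normalized to no-enzyme control.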
Tb PGK inh – T. brucei PGK inhibition. P07378. PGK/GAPDH coupled, Kinase-Glo luminescence, 60 min. Potency, µM (top dose mostly 57.5 µM), for the others: at the highest dose activity change, negative = inhibition, usual class: inhibitors. hit rate 0.043% among 380,000. AID 602233; also: potency is read from the fitted curve at half-maximal effect; % is scaled to controls: 0 for no effect and ±100 for the full control effect; nearly all actives have a fitted effect of over 60% in size
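Luminescent ATP detection (Kinase-Glo Plus) follows a 60-minute room-temperature incubation, with wells lacking PGK as controls. Buffer: 100 mM TEA (pH 7.6), 5 mM MgCl2, 0.01% Tween-20. Coupling enzyme GAPDH (100 nM final) supplies unstable 1,3-BPG in-well.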
rTrxR1 inhibitor – blocks rat thioredoxin reductase 1 | Potency, µM (doses to about 114 µM), without a hit: top-dose activity change, negative = inhibition, actives largely listed as inhibitors | hit rate 1% among 390,000 | O89049 | recombinant rTrxR1, NADPH fluorescence consumption, selenite substrate | AID 588453; also: potency is read from the fitted curve at half-maximal effect; % is scaled to controls: 0 for no effect and ±100 for the full control effect; nearly all actives have a fitted effect of over 65% in size
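Rat TrxR1 (90 nM in the dispensed reagent) was pre-reduced with 400 uM NADPH for 5 min at room temperature, then incubated with compound for 15 min. After 400 uM selenite was added, NADPH fluorescence (Ex 340/Em 450 nm) was followed for 8 min.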
HP1b binding inh – blocks HP1-beta chromodomain binding to methylated histone tails; P83916; AlphaScreen HP1-beta / biotin-H3K9me3 peptide binding; Potency, µM (series often up to 114 µM), inactives show top-dose activity change, negative = inhibition, actives largely listed as inhibitors; hit rate 0.56% among 390,000; also: potency is read from the fitted curve at half-maximal effect; nearly all actives have a fitted effect of over 70% in size; inactives centre near 23
Target sequence (P83916 whole entry, looked up): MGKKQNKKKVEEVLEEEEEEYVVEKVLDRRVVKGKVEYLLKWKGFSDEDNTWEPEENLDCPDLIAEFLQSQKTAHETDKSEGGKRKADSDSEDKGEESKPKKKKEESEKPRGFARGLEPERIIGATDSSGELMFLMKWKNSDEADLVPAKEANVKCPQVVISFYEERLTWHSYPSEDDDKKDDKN
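AlphaScreen: HP1-beta (50 nM) preformed 30 min with biotin-H3(1-18)K9me3 peptide (50 nM) in PBS pH 7.4, 0.01% Tween-20. Compound added for 30 min at RT, then streptavidin donor/nickel chelate acceptor beads (10 ug/mL) for 30 min.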
PI4K2A block – inhibitors of human PI4K2A | hit rate 0.13% among 420,000 | purified PI4K2A, ADP-Glo luminescence, 1 h; stronger effect = lower value | activity change, negative = inhibition, % at 76.9 µM | Q9BTU6; in the data active = activity change below about -50%; inconclusive = mostly about -30% to -49%;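 also: -100% = wells without enzyme as full effect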
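In this quantitative HTS, ADP production by PI4K2A was quantified luminescently after 1 h at ambient temperature; 100 microM adenosine served as plate-quality control.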
Pin1 inh – blocks the human prolyl isomerase Pin1 | Pin1 FP peptide displacement, HiFluor488, 10 min | Q13526 | Potency, µM (top dose mostly 115 µM), for inactives: at the highest dose activity, negative = inhibition, most hits filed as inhibitors | hit rate 0.009% among 390,000; active = well fitted inhibition curve with a large enough effect in the polarisation, with a control signal flat, not every such curve was filed as active; inconclusive = small, poorly fitted or top-dose-only effect, or effect the other way, or a change in a side signal; inactive = no such curve, though single readings can be large or run the other way; the % refers to the polarisation; also: potency is read from the fitted curve at half-maximal effect; % is scaled to controls: 0 for no effect and ±100 for the full control effect
Target sequence (Q13526 whole entry, looked up): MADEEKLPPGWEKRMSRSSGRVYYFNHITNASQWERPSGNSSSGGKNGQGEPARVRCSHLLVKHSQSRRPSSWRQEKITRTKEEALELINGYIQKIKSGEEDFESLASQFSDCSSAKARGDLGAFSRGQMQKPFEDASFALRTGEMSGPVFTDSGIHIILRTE
* hit, by the source's call; i = inactive; ? = inconclusive; [ ] = remark or other dose. Unless noted, calls follow the shape of the dose curve; as a rule, active = well fitted curve in the direction sought with a large enough effect; inconclusive = small, poorly fitted or top-dose-only effect, or another doubt; inactive = no such curve, though single readings can be large; an effect the other way counts as inactive or inconclusive. Only part of the results is shown; the hit share may differ from the screen's.

SMILES | GLS inhibitor | TrxR1 substrate | USP1-UAF1 inh | IDH1 R132H inh | Tb PGK inh | rTrxR1 inhibitor | HP1b binding inh | PI4K2A block | Pin1 inh
Cc1[nH]c(=S)[nH]c(=O)c1CCC1OCCO1 | 2.3% | 1.9%[57.1 µM] | 1.7% | 6.9% | -0.1% | 13.7%[2.29 µM] | 40.2%[activator] | 6.5 | 4.9%
COc1ccc(C(O)(C(C)C)C(CN2CCOCC2)c2ccc(Cl)cc2)cc1 (centres undefined) | 5.2% | -7.3% | -13.9% | 7.1% | -0.4% | 18.2% | 19.7% | 2.2 | 3.2%
Cc1ccc(C(=O)N(C)Cc2nc3ccccc3c(=O)[nH]2)cc1NC(=O)c1ccco1 | 5.9% | 3.7% | ? | -0.5% | 6.8% | 8.8% | 14.3% | 0.8 | 6.2%
C=CCn1c(=O)c2ccccc2n2c(SCC(=O)O)nnc12 | 1.5% | 6.7% | -21.5% | -18.2% | 8.9% | 24.2% | 22.4% | 3.7 | -2.2%
COc1ccc(C(=O)C2CCCN(Cc3ccc4c(c3)OCCO4)C2)cc1F (centres undefined) | -6.4% | -0.8% | -14.1% | 7.6% | -2.7% | 14.9% | 7.5% | 1.7 | -1.9%
Cc1cc(C)cc(N2C(=O)CSC23C(=O)N(CC(=O)Nc2ccc(F)cc2F)c2ccccc23)c1 (centres undefined) | -12.1% | -4.3% | -28.2% | 27.8% | -3.9% | 28.9% | -9.6% | 2.1 | 15.7%
O=C(Nc1cccc(F)c1)Nc1ccc(Cl)cn1 | -0.6% | 6.2% | -10.2% | 0.0% | -10.8% | 14.8% | 46.1%[activator] | -2.6 | -7.4%
O=C(CN1CCN(c2ccccc2O)CC1)NNC(=O)c1ccc(Cl)cc1 | 0.6% | -5.3%[11.4 µM] | -10.0% | 2.5% | 3.1% | -10.5%[11.4 µM] | 27.8% | 1.6 | -5.3%
O=C(NNc1c(Cl)cccc1Cl)c1cccs1 | 18.0% | 5.9% | -21.9% | 0.0% | 12.4% | 21.2% | 14.1% | 5.4 | 8.7%
COc1ccccc1OCC(=O)NNC(=O)Nc1ccc(Cl)cc1 | -12.5% | 9.6%[11.4 µM] | ? | 4.5% | 4.9% | 13.0%[11.4 µM] | 42.1%[activator] | -4.4 | 1.3%
CC12CN(C(=O)c3ccccc3)C3(C#N)CC1CCC23C (centres undefined) | 4.7% | -1.1% | -15.7% | 0.7% | -7.4% | 6.6%[57.1 µM] | 37.6% | 2.4 | 9.0%
O=c1c2ccccc2ncn1-c1ccc(Cl)cc1[N+](=O)[O-] | -4.5% | -3.4% | -21.8% | 10.0% | -6.6% | 4.5% | 33.2% | 1.7 | 1.2%
COc1ccccc1C(=O)Nc1nnc2n1CCS2 | -10.2% | 0.6%[57.1 µM] | ? | -1.2% | -7.5% | 23.1%[57.1 µM] | 12.0%[57 µM] | 3.5 | -1.2%
CCc1nc2sc3c(c2c(=O)n1N)CC(C)(C)OC3 | -3.4% | -1.5% | -0.8% | 1.4% | -5.0% | -0.5% | 2.2% | 4.4 | 2.4%
CC1(c2cccc(Br)c2)NC(=O)N(CC(=O)NC2CCCCC2)C1=O (centres undefined) | -1.4% | 6.0% | -16.7% | 15.4% | -6.4% | 2.4% | 55.7%[activator] | -1.3 | -0.4%
C/C(=N\NC(=O)c1c[nH]c2ccccc12)c1ccccn1 | 2.1% | -8.1%[57.1 µM] | -6.5% | 3.2% | -1.9% | 7.2%[57.1 µM] | 39.2%[activator] | 0.2 | 2.8%
O=C(/C=C/c1ccccc1F)c1cccc([N+](=O)[O-])c1 | -8.7% | -1.5% | -27.7% | 5.3% | i | ? | -1.8% | 5.7 | 2.8%
CNC(=O)COC(=O)c1cccnc1SC | 13.4% | -7.6% | 6.6% | 0.1% | 7.8% | 7.5%[57.1 µM] | 24.1% | -6.1 | -5.2%
Cc1cc(C)n(CCCNC(=O)c2ccc(S(=O)(=O)NCc3ccco3)cc2)n1 | -2.0% | 1.3% | -11.2% | 6.9% | -7.4% | -3.8% | 36.7% | -1.1 | -7.4%
C=CCNc1sc(C(=O)C2CC2)c(N)c1C#N | 3.8% | -14.3% | -17.0% | 1.8% | -5.8% | 18.8%[57.1 µM] | 3.7% | 2.3 | -2.7%
Cn1c(CNC(=O)CNC(=O)c2ccccc2F)cc(=O)n(C)c1=O | 1.3% | 1.7% | -4.6% | -3.0% | i | 18.4% | 55.6%[activator] | -3.6 | -16.4%
O=C(CCNS(=O)(=O)c1ccccc1Cl)OCc1nnc(-c2ccccc2Cl)o1 | -2.1% | -5.5% | -14.4% | 1.5% | -4.7% | -8.3% | 46.8%[activator] | 0.4 | -3.7%
CC(O)[C@H]1CNC(=O)C(=O)N1CCc1cccc(F)c1 (some centres undefined) | 0.6% | 7.7%[57.1 µM] | -9.9% | 1.7% | -0.5% | 6.5%[57.1 µM] | 18.8% | 1.9 | ?
CC(C)C(c1nnnn1C1CCCC1)N(C)C1CCCCC1 (centres undefined) | -2.1% | 5.3%[0.457 µM] | -22.7% | 4.5% | 3.4% | 24.9% | 18.7% | -3.3 | -2.0%
COc1ccc(-c2cn3nc(N4CCC(C(=O)NCc5ccccc5F)CC4)sc3n2)cc1 | 1.6% | -7.7% | ? | 14.3% | 9.0% | -1.1% | 14.6% | 1.6 | -8.5%
O=C(CN1CCCC1)Nc1ccc(OCc2ccccc2)cc1 | 8.8% | 1.9%[57.1 µM] | 11.3% | 2.0% | 1.0% | -16.2% | 14.9% | -4.3 | 7.3%
CCCS(=O)(=O)N1CCCC(C(=O)NCCCN2CCN(c3cccc(Cl)c3)CC2)C1 (centres undefined) | 18.1% | 2.0% | 6.5% | -0.9% | -4.4% | 12.6% | 10.1% | -5.1 | -8.0%
Cc1ccc(CN2CCN(c3ccccn3)CC2)s1 | 11.7% | 4.5% | -10.3% | 6.5% | -3.8% | 9.0% | ? | 10.0 | 4.6%
CN1c2ccccc2N(C)C1(C)c1cccc2ccccc12 | 7.7% | -7.7% | -8.4% | 5.0% | -0.4% | 50.1µM* | ? | -0.3 | ?
CCOC(=O)c1c(NC(=O)CN2CCCCC2)sc(CN(C)C)c1-c1ccccc1 | 0.0% | -6.6%[57.1 µM] | -12.4% | 9.6% | -1.6% | -1.6%[57.1 µM] | -11.8% | 0.7 | 1.4%
O=C(Nc1ccc(Oc2cccnc2)cc1)C1CCCCN1Cc1ccc(CO)o1 (centres undefined) | 13.3% | -7.6% | -8.1% | 0.1% | -0.2% | -12.0% | 23.8% | 1.3 | -10.3%
CCn1c(SCC(=O)Nc2ccc3c(c2)c2ccccc2n3CC)nnc1-c1ccco1 | ? | 0.3% | ? | -2.3% | -12.6% | 2.82µM* | 15.8µM* | -14.5 | ?
COc1cccc(/C=N/NC(=O)Cn2ccnc2C)c1 | 13.7% | 6.8% | -20.3% | -0.4% | 1.9% | 10.0% | 17.6% | -0.3 | -3.3%
Cc1cc(-c2nnc(CSc3nnc(NC(=O)c4ccc(C(C)(C)C)cc4)s3)o2)ccc1[N+](=O)[O-] | -2.3% | 3.4%[57.1 µM] | -10.6% | 0.7% | 4.3% | -0.9%[57.1 µM] | 0.2% | -1.2 | 0.3%
Cc1ccc(C2CC(c3cccc(Cl)c3)n3nc(N)nc3N2)cc1 (centres undefined) | 8.1% | -3.1% | -13.0% | -1.0% | -1.2% | 17.8% | 23.3% | -2.0 | -6.1%
O=C(CCC(=O)OCc1ccc(Br)cc1)Nc1ccccc1 | ? | 13.8%[57.1 µM] | -21.5% | 4.3% | -6.3% | -0.1%[57.1 µM] | 16.0% | -1.7 | -4.0%
CCOc1ccccc1NC(=O)c1ccccc1NS(C)(=O)=O | 1.1% | 7.4% | -7.9% | 2.8% | -6.5% | 2.0% | 31.0% | 1.0 | 1.8%
CCCCN(C)C(=O)CC(NS(=O)(=O)c1ccc(NC(C)=O)cc1)C(C)C (centres undefined) | 5.0% | 8.0%[57.1 µM] | -13.3% | -0.6% | 4.0% | 7.5%[57.1 µM] | 31.9% | 1.0 | -1.8%
COC(=O)/C(C#N)=C1/C=Cc2ccccc2N1C | -14.1% | -8.7% | -5.4% | 2.6% | i | 2.7% | 29.5% | 5.1 | 1.4%
CC(=O)NC1C(Oc2ccccc2C)OC2COC(c3ccco3)OC2C1O (centres undefined) | 0.4% | -21.8%[57.1 µM] | -18.3% | 3.5% | i | 8.7%[57.1 µM] | 42.2%[activator] | 7.2 | 2.5%
CCOc1ccc(-c2nc(CSCC(=O)N3CCN(C(=O)c4ccco4)CC3)c(C)o2)cc1 | 2.0% | 3.8% | -13.8% | -0.4% | -5.6% | -11.2% | 33.5% | -1.1 | -1.3%

Quoted at random: 2 compounds from above
SMILES | GLS inhibitor | TrxR1 substrate | USP1-UAF1 inh | IDH1 R132H inh | Tb PGK inh | rTrxR1 inhibitor | HP1b binding inh | PI4K2A block | Pin1 inh
CC(C)C(c1nnnn1C1CCCC1)N(C)C1CCCCC1 (centres undefined) | -2.1% | 5.3%[0.457 µM] | -22.7% | 4.5% | 3.4% | 24.9% | 18.7% | -3.3 | -2.0%
O=C(CCC(=O)OCc1ccc(Br)cc1)Nc1ccccc1 | ? | 13.8%[57.1 µM] | -21.5% | 4.3% | -6.3% | -0.1%[57.1 µM] | 16.0% | -1.7 | -4.0%
